FEN1 inhibitor = human FEN1 inhibition. P39748. Recombinant FEN1 flap cleavage, fluorescence, 15 min. Potency, µM (highest dose often 114 µM), inactives show at the top dose activity change, negative = inhibition, usual class: inhibitors. hit rate 0.35% among 390,000. AID 588795; note: nearly all actives have a fitted effect of over 65% in size
Target sequence (P39748 whole entry, looked up): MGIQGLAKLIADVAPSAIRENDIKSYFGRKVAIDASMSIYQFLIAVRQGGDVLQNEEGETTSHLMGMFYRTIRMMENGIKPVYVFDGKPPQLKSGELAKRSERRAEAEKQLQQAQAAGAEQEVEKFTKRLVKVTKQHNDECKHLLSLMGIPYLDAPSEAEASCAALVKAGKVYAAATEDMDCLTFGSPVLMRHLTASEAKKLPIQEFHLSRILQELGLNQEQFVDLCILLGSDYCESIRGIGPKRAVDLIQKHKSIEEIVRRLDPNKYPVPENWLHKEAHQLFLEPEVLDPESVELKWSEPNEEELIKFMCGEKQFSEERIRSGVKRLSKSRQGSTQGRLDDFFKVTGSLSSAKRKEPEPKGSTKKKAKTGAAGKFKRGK
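FEN1 at 10 nM, compound pretreatment for 15 min (room temperature), 50 nM final substrate to initiate; endpoint reads at 0 and 15 min; DMSO-only plates used as vehicle background.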
TDP1 block = inhibitors of human tyrosyl-DNA phosphodiesterase TDP1 | Q9NUW8 | recombinant TDP1, AlphaScreen DNA substrate cleavage | Potency, µM (top dose mostly 130 µM), without a hit: at the highest dose activity change, negative = inhibition, hits mostly inhibitors | hit rate 0.28% among 350,000; note: nearly all actives have a fitted effect of over 40% in size
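E. coli-derived human Tdp1, 1 nM final. Cpd preinc 15 min RT; substrate 15 nM final, 5 min RT; AS bead mix 10 ug/ml final, 10 min RT. Signal loss = tyrosine-FITC cleavage. No-enzyme wells = max signal.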
N370S GC mod = inhibitors or activators of N370S glucocerebrosidase for Gaucher disease. P04062. N370S GC spleen homogenate, 4MU-glucoside fluorescence. Potency, µM (titrated, usually from 59.4 µM), inactives show top-dose activity change, negative = inhibition, actives largely listed as inhibitors. hit rate 0.092% among 330,000. AID 2101;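 note: 0% = full enzyme activity and -100% = no enzyme basal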
Numbers without * were called inactive; ? = inconclusive; . = no result given; & = joins results of further samples; [ ] = another dose, or the depositor's remark. Calls come from the whole dose curve; as a rule, active = well fitted curve in the direction sought with a large enough effect; inconclusive = small, poorly fitted or top-dose-only effect, or another doubt; inactive = no such curve, though single readings can be large; an effect the other way counts as inactive or inconclusive. Unless noted, % is set by controls: 0 for no effect and ±100 for the full control effect; potency is the fitted concentration of half-maximal effect.

item	FEN1 inhibitor	TDP1 block	N370S GC mod	mol
1	-1%	-6%	-10%	Fc1ccc(-c2nnc3n2CCCCC3)cc1
2	-2%	5%	2%	O=C(O)C1CCCN1S(=O)(=O)c1ccccc1 (stereo not drawn)
3	-10%	5%	-9%	Cc1nn(-c2ccccc2)c(N)c1C1(O)C(=O)Nc2ccccc21 (stereo not drawn)
4	-3%	5%	1%	O=C1CCC/C(=N/NC(=O)C2CCN(S(=O)(=O)c3cccs3)CC2)C1
5	-8%	0%	3%	CCc1cc2cc(C(=O)Nc3ccc(F)cc3)sc2s1
6	-2%	1%	-6%	CCOCCNC(=O)c1ccccc1C(=O)NCCOCC
7	?	4%	.	Cn1c(=O)c2sccc2n2c(CCCC(=O)Nc3ccc(Cl)cc3)nnc12
8	-7%	3%	6%	Cc1ccc(S(=O)(=O)n2c(=O)oc3ccccc32)cc1
9	-1%	5%	.	Cn1c(=O)cc(SCC(=O)N2CCN(c3ccccc3F)CC2)c2ccccc21
10	1%	6%	12%	Cc1cccc(C(=O)N[C@H](C(=O)Nc2nnc(C3CC3)s2)C(C)C)c1
11	-4%	6%	-23%	CCNC(=O)CC1C(=O)N(c2ccc(F)cc2)C(=O)N1Cc1ccc(OC)cc1 (stereo not drawn)
12	12%	-2%	10%	Cc1ccccc1S(=O)(=O)Cc1ccc(C(=O)N2CCN(c3ncccn3)CC2)o1
13	1%	-3%	6%[12.8 µM]	CCCNC(=O)N1CCC(C(=O)c2ccc(F)cc2)CC1
14	0%	6%	1%	Cc1cc(C)c2nc(N3CCC(C(=O)NCCCN4CCCC4=O)CC3)sc2c1
15	17%	0%	.	CC(C)NC(=O)N(C)C[C@H]1Oc2c(NS(=O)(=O)c3cccs3)cccc2C(=O)N([C@H](C)CO)C[C@@H]1C
16	15%	2%	-7%	Cc1ccc(C)c(S(=O)(=O)NCCCN2CCOCC2)c1
17	-4%	3%	7%	COc1ccc(CNC(=O)c2cccnc2Sc2ccc(C)c(C)c2)cc1
18	5%	-2%	1%	CN(c1ccc(C(=O)NCc2ccco2)cc1)S(C)(=O)=O
19	-17%	4%	.	O=C(CN1CCc2ccccc21)Nc1ccc2c(c1)OCCCO2
20	15%	4%	-10%	CC(=O)N1CCC(=NNC(=O)c2cc3ccccc3cc2O)CC1
21	-13%	.	0%	CC(C)(C)SCCNC(=O)CN(c1ccc(F)cc1)S(=O)(=O)c1ccccc1
22	7%	0%	-9%	CCNC(=O)CC1C(=O)N(c2ccc(F)cc2)C(=O)N1Cc1cccs1 (stereo not drawn)
23	5%	6%	-10%	O=C(Nc1ccc2c(c1)OCO2)C(c1ccc(Cl)cc1)N1CCN(C(=O)c2ccco2)CC1 (stereo not drawn)
24	3%	-2%	-17%	CNC(=O)C(=O)NCCCN1CCOCC1
25	-7%	.	-16%	CCN(CC)CCCN=Cc1c(O)n(-c2c(C)cccc2C)c(=O)c2ccccc12
26	.	-4%	-4%	N#Cc1c(Cl)nc(SCc2ccccc2)nc1-c1ccccc1
27	-11%	2%	-4%	Cc1cc(C)cc(-n2nnnc2SCC(=O)Nc2cccc(NC(=O)c3ccco3)c2)c1
28	2%	0%	0%	NC(=S)N/N=C/c1ccc(OC(=O)c2cccnc2)cc1
29	-11%	0%	-23%	CC1CCCN(C(=O)c2ccc(NS(=O)(=O)c3ccc4[nH]c(=O)[nH]c4c3)cc2)C1 (stereo not drawn)
30	1%	4%	1%	CCn1c(=O)c(=O)n(CC)c2cc(S(=O)(=O)Nc3cccc(OC)c3)ccc21

Down the list, from the results shown:
Entries 22 to 27 in N370S GC mod read -9%, -10%, -17%, -16%, -4%, -4%
Entries 22 to 27 in FEN1 inhibitor read 7%, 5%, 3%, -7%, ., -11%
Entries 22 to 27 in TDP1 block read 0%, 6%, -2%, ., -4%, 2%

Next section.
item	FEN1 inhibitor	TDP1 block	N370S GC mod	mol
31	1%	0%	2%	O=C(Nc1cccc(F)c1)NC1(C(=O)N2CCN3CCCC3C2)CCCCC1 (stereo not drawn)
32	3%	-1%	0%	Cc1c(Cl)cccc1NC(=O)CCCn1cnc([N+](=O)[O-])n1
33	25%	5%	-2%	CCOc1ccc(C2N(c3cc(Cl)ccc3OC)C(=O)C3CCCN32)cc1OC (stereo not drawn)
34	-2%	9%	-3%	O=S(=O)(/N=C(\Sc1ccccc1)c1ccccc1)c1ccc(Cl)cc1
35	-7%	4%[0.0935 µM]	-9%	CCN1CCN(c2nc(-c3ccccc3)c3ccccc3n2)CC1
36	-9%	2%	-9%	COc1ccc(CCn2nnnc2C(CC(C)C)N2CCC(C(N)=O)CC2)cc1OC (stereo not drawn)
37	2%	0%	.	COc1ccccc1C(=O)NCC(=O)Nc1ccc2c(c1)CCC2
38	-2%	-3%	.	CCOc1ccc(CC(=O)NC2CC(=O)N(c3ccc(C)c(C)c3)C2)cc1 (stereo not drawn)
39	-2%	6%	5%	CC1CC(C)CN(c2ccc(C(=O)OCC(=O)NC3CCCc4ccccc43)cc2[N+](=O)[O-])C1 (stereo not drawn)
40	3%	.	-8%	O=c1[nH]c(-c2ccccc2)c(-c2ccccc2)nc1[N+](=O)[O-]

4 entries out of the list above, arranged by the number in TDP1 block, lowest first.
item	FEN1 inhibitor	TDP1 block	N370S GC mod	mol
38	-2%	-3%	.	CCOc1ccc(CC(=O)NC2CC(=O)N(c3ccc(C)c(C)c3)C2)cc1 (stereo not drawn)
36	-9%	2%	-9%	COc1ccc(CCn2nnnc2C(CC(C)C)N2CCC(C(N)=O)CC2)cc1OC (stereo not drawn)
33	25%	5%	-2%	CCOc1ccc(C2N(c3cc(Cl)ccc3OC)C(=O)C3CCCN32)cc1OC (stereo not drawn)
34	-2%	9%	-3%	O=S(=O)(/N=C(\Sc1ccccc1)c1ccccc1)c1ccc(Cl)cc1

Other results follow:
item	FEN1 inhibitor	TDP1 block	N370S GC mod	mol
41	-8%	4%	-7%	COc1ccc(C2C3=C(Nc4ncnn42)c2ccccc2CCC3)cc1 (stereo not drawn)
42	.	2%	-14%	CCn1c(SCC(=O)Nc2ccccc2C(=O)OC)nc2c1c(=O)n(C)c(=O)n2C
43	-12%	3%	1%	CCOC(=O)C1(Cc2cccc(Cl)c2)CCCN(C(=O)c2occc2C)C1 (stereo not drawn)
44	-5%	1%	-2%	O=c1nc(SCc2ccc(Cl)cc2)nc(-c2ccccc2)[nH]1
45	2%	-14%	.	COc1cc(Nc2nc(SCC(=O)c3ccc(Br)cc3)nc3ccccc23)cc(OC)c1
46	-2%	1%	10%	CCN(CC)C(=O)Oc1ccc(Br)c2ccccc12
47	-7%	4%	-9%	Cc1cc(/C=N/NC(=O)c2ccncc2)c(C)n1-c1cccc(C(F)(F)F)c1
48	-26%	8%	-9%	CCOC(=O)c1c(C)oc2c1c(C=NCCC(=O)O)c(O)c1ccccc12
49	-3%	1%	6%	CCn1c(SCC(=O)Nc2ccccc2)nnc1-c1ccc(S(=O)(=O)N2CCOCC2)cc1
50	-2%	0%	.	COc1ccc(NC(=O)c2ccc3c(c2)NC(=O)CS3)cc1
51	.	4%[56.1 µM]	-9%[21.6 µM]	CO[C@H]1[C@@H](OC(N)=O)[C@H](O)[C@@H](Oc2ccc3c(O)c(NC(=O)c4ccc(O)c(CC=C(C)C)c4)c(=O)oc3c2C)OC1(C)C
52	-2%	1%&7%	3%	OC1CCCC1
53	-22%	0%	12%	Cc1ccc(N(CC(=O)NCc2ccccc2Cl)S(=O)(=O)c2cccs2)cc1
54	-4%	5%	?	N#CC1=C2SCC(O)(c3ccccc3)N2C(=O)CC1c1ccccc1 (stereo not drawn)
55	17%	-9%	.	O=C(COC(=O)C12CC3CC(CC(O)(C3)C1)C2)NCc1ccco1
56	-1%	6%	4%	COc1cc(C2CC(=O)c3cnc(N4CCN(Cc5ccccc5)CC4)nc3C2)cc(OC)c1OC (stereo not drawn)
57	?	1%	-3%	Oc1ccc[n+](CC(O)c2ccccc2)c1 (stereo not drawn)
58	1%	-1%	2%	COCC(=O)Nc1nc2n(n1)C(c1ccc(Cl)cc1)CC(c1ccc(OC)cc1)N2 (stereo not drawn)
59	.	8%	8%	CC1(C)C(=O)C=C[C@@]2(C)C1C=C[C@@]1(C)C2CC[C@@]2(C)C(c3ccoc3)OC(=O)C3OC312 (stereo partly drawn)
60	-3%	.	4%	CCOc1ccccc1Oc1cn[nH]c1-c1ccc(OCC(=O)NN)cc1O

Entries of single compounds, looked up by structure. Order of values: FEN1 inhibitor	TDP1 block	N370S GC mod
Record of `O=C(O)C1CCCN1S(=O)(=O)c1ccccc1` (stereo not drawn) = -2%	5%	2%
Record of `COc1ccc(NC(=O)c2ccc3c(c2)NC(=O)CS3)cc1` = -2%	0%	.
Record of `OC1CCCC1` = -2%	1%&7%	3%
Record of `Cc1ccc(S(=O)(=O)n2c(=O)oc3ccccc32)cc1` = -7%	3%	6%
Record of `Fc1ccc(-c2nnc3n2CCCCC3)cc1` = -1%	-6%	-10%

The list continues:
item	FEN1 inhibitor	TDP1 block	N370S GC mod	mol
61	?	7%	-1%	CCCCCCn1c(COc2ccccc2F)nnc1SCC(=O)N1c2ccccc2NC(=O)C1(C)C
62	-11%	9%	4%	Clc1ccc2oc(-c3ccccn3)nc2c1
63	-2%	.	0%	COc1ccccc1CNC(=O)[C@@H](NC(=O)C1CCN(C(=O)[C@@H]2CCCN2)CC1)C(C)C
64	7%	-5%	14%	COC(=O)C1C(=O)OC(C)(C)C1C(C)C(=O)c1ccc(C)cc1C (stereo not drawn)
65	10%	-3%	4%	O=C(c1cc2c(F)cccc2s1)N1CCCC1
66	-13%	-5%	10%	COc1cccc(-n2c(SCC(=O)Nc3cc(C)on3)nc3c([nH]c4ccccc43)c2=O)c1
67	1%	5%	2%	COc1cccc(NC(=O)c2ncn[nH]2)c1
68	-4%	3%	7%	CCSC(SCC)[C@H](O)[C@@H](O)[C@H](O)[C@H](O)CO
69	-5%	-6%[0.0935 µM]	-5%	COc1ccc(C(=O)NCC(=O)Nc2ccc(-c3ccccc3)cc2)cc1
70	-14%	6%	-2%	COc1ccc(CN(Cc2cccn2C)S(=O)(=O)c2ccccc2)cc1

In the list so far, these contain a nitro group on carbon:
item	FEN1 inhibitor	TDP1 block	N370S GC mod	mol
32	3%	-1%	0%	Cc1c(Cl)cccc1NC(=O)CCCn1cnc([N+](=O)[O-])n1
39	-2%	6%	5%	CC1CC(C)CN(c2ccc(C(=O)OCC(=O)NC3CCCc4ccccc43)cc2[N+](=O)[O-])C1 (stereo not drawn)
40	3%	.	-8%	O=c1[nH]c(-c2ccccc2)c(-c2ccccc2)nc1[N+](=O)[O-]

The list continues.
item	FEN1 inhibitor	TDP1 block	N370S GC mod	mol
71	-1%	-2%	-8%	N#Cc1c(-c2ccccc2)ccn(Cc2ccc(Cl)cc2)c1=O
72	19%&-4%	5%&0%	-6%	CCOC(=O)C1CCN(S(=O)(=O)c2cc3c4c(c2)C(C)C(=O)N4CCC3)CC1 (stereo not drawn)
73	-5%	2%	5%	Cc1cccnc1NC(=O)CCn1c(=O)oc2ccccc21
74	0%	0%	1%	COc1ccc(N2CCN(C(=O)CN(c3ccccc3)S(C)(=O)=O)CC2)cc1
75	-17%	3%	18%	Cc1ccc2oc(=O)n(CCCOc3ccccc3C)c2c1

Bioassay records from PubChem BioAssay.
